Bioassay records from PubChem BioAssay.
Akt phos inh = blocks phosphorylation of Akt; Neuro2A IGF-stimulated pAkt S473 HTRF, 20 min; hits give low values; activity change, % for hits at 50 µM; actives 0.32% (n = 360,000); in the data active = activity change below about -80%; inconclusive = mostly about -51% to -80%; also: % is scaled to controls: 0 for no effect and ±100 for the full control effect
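Neuro2A cells in DMEM with 0.5% FBS, overnight at 37 deg C, given compound at single 50 µM final, then IGF (6 nM final) for 20 min at 37 deg C. Lysed; phospho-Akt Ser473 by HTRF after 24 h, 665/615 ratio.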
EPAC2 ag = agonists of human EPAC2 (RAPGEF4) | Q8WZA2 | EPAC2 activation, biochemical qHTS; response scale: 100% = 6.5 mM cAMP response | Potency, µM (doses to about 154 µM), for inactives: at the top dose activation, usual class: activators | actives 0.079% (n = 360,000); also: potency is read from the fitted curve at half-maximal effect; nearly all actives have a fitted effect of over 50% in size
Target sequence (Q8WZA2 whole entry, looked up): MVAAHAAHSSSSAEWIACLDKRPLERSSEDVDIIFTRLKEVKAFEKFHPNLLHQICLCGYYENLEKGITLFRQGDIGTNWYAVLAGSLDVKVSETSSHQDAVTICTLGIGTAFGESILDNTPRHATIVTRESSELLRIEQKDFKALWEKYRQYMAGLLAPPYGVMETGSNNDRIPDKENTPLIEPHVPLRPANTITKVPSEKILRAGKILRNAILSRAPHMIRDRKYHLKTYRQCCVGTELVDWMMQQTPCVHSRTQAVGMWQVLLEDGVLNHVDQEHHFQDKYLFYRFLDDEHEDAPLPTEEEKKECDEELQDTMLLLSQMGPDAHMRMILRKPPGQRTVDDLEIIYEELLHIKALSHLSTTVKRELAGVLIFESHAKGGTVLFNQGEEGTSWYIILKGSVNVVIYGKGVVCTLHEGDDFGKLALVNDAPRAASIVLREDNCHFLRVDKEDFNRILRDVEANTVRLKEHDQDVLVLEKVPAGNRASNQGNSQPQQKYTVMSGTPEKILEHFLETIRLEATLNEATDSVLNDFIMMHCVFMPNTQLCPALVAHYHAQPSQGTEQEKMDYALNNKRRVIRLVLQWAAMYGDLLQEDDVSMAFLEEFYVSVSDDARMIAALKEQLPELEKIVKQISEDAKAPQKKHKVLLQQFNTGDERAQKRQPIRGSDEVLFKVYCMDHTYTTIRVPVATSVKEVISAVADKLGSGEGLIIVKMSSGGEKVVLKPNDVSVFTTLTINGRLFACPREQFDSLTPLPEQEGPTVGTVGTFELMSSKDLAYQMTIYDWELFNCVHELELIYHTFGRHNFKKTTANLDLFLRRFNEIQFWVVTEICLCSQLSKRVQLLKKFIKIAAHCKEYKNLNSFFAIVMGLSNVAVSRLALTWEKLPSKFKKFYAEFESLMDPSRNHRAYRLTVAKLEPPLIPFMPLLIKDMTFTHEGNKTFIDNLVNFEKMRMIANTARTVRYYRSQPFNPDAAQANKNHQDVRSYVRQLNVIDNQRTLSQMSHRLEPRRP
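Nucleotide exchange monitored as fluorescence drop when BODIPY-GDP leaves Rap1B. Reaction: 100 nM EPAC2, 250 nM RAP1B-BODIPY-GDP, 50 uM GDP, room temperature, kinetic read over 30 min. Activity expressed relative to 6.5 mM cAMP.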
Nrf2 activator = activators of Nrf2 (ARE) signaling. AREc32 ARE-luciferase reporter (MCF7-derived line), luminescence, 24 h. Potency, µM (top dose mostly 46.1 µM), for the others: at the highest dose activation, hits mostly activators. actives 0.31% (n = 410,000). AID 624171; also: potency is read from the fitted curve at half-maximal effect; % of control where 0% means no effect; nearly all actives have a fitted effect of over 65% in size
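Luminescent ARE reporter assay in AREc32_Fluc cells: overnight plating at 37 deg C, 24 hr compound incubation, Steady-Glo added, 30 min RT before reading.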
TGFb inhibitor = inhibitors of TGF-b signaling; HepG2 CAGA-GFP TGF-b/SMAD3 reporter, GFP fluorescence, 18 h; TGF-beta stimulated, 500 pg/mL final; Potency, µM (series often up to 46.1 µM), for the others: at the top dose activity, negative = inhibition, hits mostly inhibitors; actives 1.2% (n = 410,000); AID 588855; also: potency is read from the fitted curve at half-maximal effect; % is scaled to controls: 0 for no effect and ±100 for the full control effect; nearly all actives have a fitted effect of over 65% in size
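Inhibition of TGF-beta-driven CAGA-GFP reporter expression in HEPG2 cells is measured by cellular GFP fluorescence after 18 h stimulation with 500 pg/mL recombinant TGF-beta in 1% FBS medium at 37 degrees C.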
EPAC2 antagonist = EPAC2 (human) antagonism | EPAC2 GEF exchange of Rap1B-BODIPY-GDP, fluorescence | Q8WZA2 | actives 0.18% (n = 360,000) | AID 720708 | Potency, µM (top dose mostly 114 µM), without a hit: at the top dose activity, negative = inhibition, usual class: inhibitors; also: potency is read from the fitted curve at half-maximal effect; % is scaled to controls: 0 for no effect and ±100 for the full control effect; nearly all actives have a fitted effect of over 45% in size; many of its hits are not listed in these tables
Nrf2 inh = Nrf2 pathway inhibition; A549 ARE-Fluc reporter, luciferase luminescence, 18-24 h; Potency, µM (series often up to 46 µM), for inactives: at the highest dose activity change, negative = inhibition, hits mostly inhibitors; actives 2.1% (n = 360,000); AID 504444; also: potency is read from the fitted curve at half-maximal effect; % is scaled to controls: 0 for no effect and ±100 for the full control effect; nearly all actives have a fitted effect of over 60% in size
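In this cell-based qHTS, ARE-driven firefly luciferase in A549 cells reports Nrf2 activity; the luminescent signal after BugLite lysis is the measured value, with a prior CellTiter-Fluor read for cell health.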
CCT chaperon mod = modulators of cytosolic chaperonin (CCT/TRiC) activity; purified chaperonin ATPase assay, HTRF ADP detection, 30 min; activity change, % (no concentration beside the values), hits read low; actives 0.3% (n = 360,000); AID 651819; in the data active = activity change below about -30%; also: % is scaled to controls: 0 for no effect and ±100 for the full control effect
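Nucleotide hydrolysis assay: TRiC at 20–40 nM final (set by batch activity) with 10 uM ATP, 30 min at 37 °C, in presence of 76 uM compound. Detection by competitive ADP HTRF, 30 min ambient.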
A549 tox = kills or reduces viability of A549 cells in Nrf2 counter-screen | AID 504648 | Potency, µM (series often up to 46 µM), without a hit: at the highest dose activity change, negative = cytotoxicity, hits mostly inhibitors | A549 ARE-Fluc cells, CellTiter-Fluor viability, 18-24 h | actives 0.16% (n = 390,000); also: potency is read from the fitted curve at half-maximal effect; % is scaled to controls: 0 for no effect and ±100 for the full control effect
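Cytotoxicity counterscreen: CellTiter-Fluor fluorescence was measured in A549 ARE_Fluc cells after 18-24 h of compound exposure in a concentration series. The subsequent BugLite luminescent read reports ARE-luciferase activity.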
MmCpn inh = inhibitors of Methanococcus maripaludis chaperonin (MmCpn); Potency, µM (highest dose often 76.9 µM), for inactives: at the highest dose activity, negative = inhibition, usual class: inhibitors; AID 504842; purified Mm-Cpn ATPase, ADP Transcreener TR-FRET; actives 0.031% (n = 330,000); also: potency is read from the fitted curve at half-maximal effect; % is scaled to controls: 0 for no effect and ±100 for the full control effect; nearly all actives have a fitted effect of over 80% in size
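ATPase read-out: TR-FRET ADP immunoassay (anti-ADP Eu cryptate vs ADP-d2), ex 320 nm, em 590/665 nm; signal drops as ADP forms. Enzyme 25 nM, ATP 10 uM, 30 min at 37°C after 10 min compound preincubation.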
Active calls of the source: *; i = inactive; ? = inconclusive; / = no result given; & = joins results of further samples; [ ] = dose if it differs, or a comment. Unless noted, calls follow the shape of the dose curve; as a rule, active = well fitted curve in the direction sought with a large enough effect; inconclusive = small, poorly fitted or top-dose-only effect, or another doubt; inactive = no such curve, though single readings can be large; an effect the other way counts as inactive or inconclusive. Not all compounds are listed. The share of hits here may be higher or lower than overall.

SMILES	Akt phos inh	EPAC2 ag	Nrf2 activator	TGFb inhibitor	EPAC2 antagonist	Nrf2 inh	CCT chaperon mod	A549 tox	MmCpn inh
CC(C)N1CC2(CC(c3ccccc3C(F)(F)F)=NO2)CN1C(=O)c1ccc(C(C)(C)C)cc1 (configuration not stated)	i	5%	-3.1%	-29%	-17%	/	-0.6	/	/
Cc1ccc(C(=O)N[C@H](C(=O)Nc2cccc(S(=O)(=O)N3CCOCC3)c2)C(C)C)cc1	i	-10%	0.8%	-3%	-4%	/	-0.9	/	/
Cc1nc2ccccc2n1CC(=O)N/N=C/c1cccs1	i	4%	-0.7%	-13%	8%	-19%	-1.6	0%	?
CCCOC(=O)C1C2C=CC(C3CC23)C1C(=O)OCC(=O)c1ccccc1 (configuration not stated)	i	19%	2.0%	-3%	-3%	?	-0.5	/	0%
CC1CCN(c2nc3ccc(C(=O)O)cc3s2)CC1	i	11%	-2.1%	-4%	-2%	/	0.3	-2%	0%
O=C(Nc1cccc(F)c1)C1CCCCC1	i	3%	-0.4%	-6%	20%	13%	0.8	0%	-5%
CCCn1c(=O)[nH]c(=O)c2c1nc(-c1ccc(C(F)(F)F)cc1)n2CCOC	i	-6%	-0.7%	16%	-13%	?	-3.7	0%	-2%
O=C(NCCO)c1ccc(Cl)c(Cl)c1	i	-1%	-0.5%	2%	-7%	-4%	-1.0	-1%	2%[15.4 µM]
CC(=NNS(=O)(=O)c1ccc(C)cc1)c1ccncc1	i	11%	4.2%	0%	3%	/	-0.8	/	/
O=C(CCn1c(=O)oc2ccccc21)N1CCN(c2ccc(F)cc2)CC1	i	17%	-0.2%	-7%	4%	7%	-0.8	19%	-1%
COc1ccc(C)cc1NC(=O)COC(=O)C1CC1	i	0%	-0.5%	0%	3%	15%	0.5	-6%	2%
CCOC(=O)N1CCN(Cc2nnc(-c3ccccc3Cl)o2)CC1	i	3%	-0.1%	-20%	4%	-4%	0.1	1%	0%
Cc1cccc(C)c1-n1nnnc1C(c1ccnc2ccccc12)N1CCOCC1 (configuration not stated)	i	3%	-0.9%	/	6%	/	0.2	/	/
COCC(=O)N(Cc1nc2sc(C)c(C)c2c(=O)[nH]1)C1CCCCC1	i	-4%	2.1%	-7%	-2%	-1%	-0.3	-8%	-16%
COc1ccc(NC(=O)CCc2c(C)nn(-c3ccc(N4CCOCC4)nn3)c2C)cc1	i	9%	-0.2%	-6%	-4%	0%	-1.8	-9%	0%
CC(=O)N1CN(C2CCCC2)Cc2c1sc1c2CCCC1	i	-2%	0.4%	15%	-2%	20%	-3.6	26%	2%
O=C(CSc1nc2sc3c(c2c(=O)n1-c1ccccc1)CCCC3)NCc1ccco1	i	-2%	3.3%	-3%	1%	-23%	-2.3	7%	1%
Cc1cc(C)n(-c2nc3ccccc3nc2NCCc2ccccc2)n1	i	6%	-0.3%	?	?	1%	-0.1	12%	-5%
COc1cccc(/C=N/Nc2ncnc3c2ncn3Cc2ccccc2)c1O	i	-2%	-0.8%	?	-7%	?	-3.1	13%	0%
CCOc1ccc2nc(SCC)[nH]c2c1	i	3%	2.6%	-2%	3%	?	-0.3	-2%	-26%
Cc1ccc(OCCN2C(=O)S/C(=C\c3ccc(C)o3)C2=O)cc1	i	23%	0.2%	-6%	10%	-16%	1.0	-3%	0%
O=C(CCC1CCCN(C(=O)c2ccco2)C1)NCc1ccccc1F (configuration not stated)	i	-3%	-0.6%	3%	5%	0%	-2.0	-1%	-5%
Cc1ccc(C2=NNC(C(O)C(O)C(O)CO)S2)cc1 (configuration not stated)	i	17%	2.6%	-10%	5%	?	1.8	3%	2%
CN(Cc1ccc(F)cc1)C(=O)c1ccc(NS(=O)(=O)c2ccc3[nH]c(=O)[nH]c3c2)cc1	i	-4%	0.2%	-1%	-1%	-5%	1.6	2%	-1%
C=CCN1CCC(=O)C(C(=O)OCC)=C1C(=O)OCC	i	5%	0.5%	-5%	11%	3%	-1.0	5%	/

The final 2 compounds of the part above open the next one:
SMILES	Akt phos inh	EPAC2 ag	Nrf2 activator	TGFb inhibitor	EPAC2 antagonist	Nrf2 inh	CCT chaperon mod	A549 tox	MmCpn inh
CN(Cc1ccc(F)cc1)C(=O)c1ccc(NS(=O)(=O)c2ccc3[nH]c(=O)[nH]c3c2)cc1	i	-4%	0.2%	-1%	-1%	-5%	1.6	2%	-1%
C=CCN1CCC(=O)C(C(=O)OCC)=C1C(=O)OCC	i	5%	0.5%	-5%	11%	3%	-1.0	5%	/
COc1ccc(-c2nc(NC(=O)C3=NN(c4cccc(C)c4)C(=O)CC3)sc2C)cc1	i	3%	0.5%	-3%	5%	3%	-0.4	0%	-5%
O=C(NCc1ccc(F)cc1)C(=O)Nc1ccc2nc3n(c(=O)c2c1)CCCCC3	/	/	-0.8%	-22%	/	-1%	/	5%	/
COC(=O)C(C(=O)OC)C(c1ccccc1)C(C(=O)c1ccccc1)[N+](=O)[O-] (configuration not stated)	i	7%	0.8%	-8%	3%	-19%	-0.9	1%	-2%
COc1cccc(NC(=O)CN(C)C(=O)c2cccc(S(=O)(=O)N3CCN(c4ccc(F)cc4)CC3)c2)c1	i	2%	-0.5%	?	-2%	?	-1.1	-18%	1%
Cc1ccc(C(=O)CC(=O)COc2ccc(Cl)cc2C)cc1	i	-16%	7.5%	?	0%	15%	-2.1	14%	-1%
Cc1cc(N/N=C/c2ccco2)c2ccccc2n1	i	7%	9.0%	-16%	-14%	8%	-3.0	-1%	2%
CC1(C)CC=CC(COC(=O)c2ccccc2C(=O)O)C1 (configuration not stated)	i	-11%	0.9%	5%	1%	?	-5.1	-3%	/
COc1ccc(C2CC(c3ccc(Cl)cc3)Nc3nc(NC(=O)c4ccco4)nn32)cc1 (configuration not stated)	i	0%	-0.3%	?	-1%	-28%	0.3	-16%	1%
COC(=O)C[C@H]1c2cc(F)ccc2S(=O)(=O)N1Cc1ccccc1OC	i	7%	-0.1%	?	-10%	8%	0.5	-1%	/
O=c1oc(-c2ccc(F)cc2)nc2ccsc12	i	5%	3.2%	-22%	1%	1%	-0.8	-7%	2%
O=S(=O)(c1cccs1)N1CCN(Cc2ccccc2)CC1	i	-2%	-0.2%	-3%	-4%	-10%	-2.1	1%	0%
CC(=O)Nc1ccc(NC(=O)c2cccc(S(=O)(=O)N3CCCCCC3)c2)cc1	i	-6%	-0.8%	-27%	20%	-24%	-2.7	3%	0%
O=C1CCC(c2ccc3c(c2)CCC3)=NN1	i	-7%	5.1%	2%	1%	27%	2.3	1%	0%
CCN1CCN(c2ccc(S(=O)(=O)N3CCOCC3)cc2NC(=O)c2ccc(C(F)(F)F)cc2)CC1	i	5%	3.1%	15%	-11%	-1%	0.0	-7%	1%
O=C(CSc1ccc2nnc(-c3ccc(F)cc3)n2n1)N1CCCc2ccccc21	i	-1%	-0.1%	-3%	-2%	2%	-3.8	-17%	0%
O=C(CCCN1C(=O)/C(=C\c2cccs2)SC1=S)Nc1ccc(O)cc1C(=O)O	/	0%	0.2%	0%	-17%	?	-2.3	2%	1%
C[C@H](NC(=O)[C@@H]1Cc2ccccc2CN1)C(=O)Nc1ccc2c(c1)OCO2	i	9%	0.4%	-8%	1%	11%	-18	1%	-5%
COc1ccc(NC(=O)Cn2nnc(C(=O)NCc3ccccc3)c2N)c(OC)c1	i	-2%	0.0%	-29%	0%	9%	-2.6	-17%	1%
Cc1ccc(CNc2oc(-c3ccc(COc4ccc(C)cc4)o3)nc2C#N)cc1	/	/	6.4%	?	/	-27%	/	-10%	/
Cn1c(SCC(=O)NC2CCCC2)nnc1-c1ccccn1	i	6%	-0.9%	-2%	-10%	12%	1.4	-1%	0%
O=C(NNC(=O)c1ccccc1)C(=O)N1CCCCC1	i	4%	0.5%	22%	2%	7%	-0.8	0%	-1%
O=C(CN1CCN(c2ccccn2)CC1)N(c1ccccc1)c1ccc2ccccc2c1	i	8%	0.4%	?	-2%	-18%	-5.1	-4%	0%
COc1cccc(NC(=O)Cn2c(=O)n(CCc3cccc(C)c3)c(=O)c3ccccc32)c1	/	/	0.4%	?	/	-4%	/	2%	/
Cc1cccc(C)c1NC(=O)c1cc(S(=O)(=O)N2CCC3(CC2)OCCO3)ccc1F	i	13%	-1.1%	1%	9%	/	-0.1	/	/
CCOC(=O)C1CCN(C(=O)c2ccc3c(=O)n4nc(Nc5ccccc5)sc4nc3c2)CC1	i	14%	-0.5%&0.7%	?	-10%	/	-0.8	0%	/
SMILES	Akt phos inh	EPAC2 ag	Nrf2 activator	TGFb inhibitor	EPAC2 antagonist	Nrf2 inh	CCT chaperon mod	A549 tox	MmCpn inh
CC1(C)Cc2c(C#N)c(N3CCOCC3)nc(-c3ccccc3)c2CO1	i	12%	-0.4%	24%	2%	/	-4.3	-4%	1%
CC1(c2ccc(Cl)cc2)NC(=S)N2C1NC(=S)N2c1ccccc1 (configuration not stated)	i	13%	0.2%	-17%	-4%	-3%	0.2	-5%	0%
COc1nc(Cl)cn(-c2ccc(Cl)cc2)c1=O	i	-2%	-0.3%	-1%	3%	14%	-5.5	-1%	0%
O=C(NCc1cccnc1)c1cnn2ccccc12	i	1%	3.4%	-1%	3%	19%	-4.7	0%	0%
COc1ccc(/C=C(/NC(=O)c2ccccc2)C(=O)N/N=C/c2cccs2)cc1OC	/	13%	-0.6%	-4%	-4%	11%	-2.3	-2%	1%
CCN(CC)S(=O)(=O)c1ccc(N/N=C(\C)c2ccncc2)c([N+](=O)[O-])c1	i	-17%	-0.8%	-4%	2%	2%	-0.5	-2%	0%
Fc1ccc(Sc2nc(-c3ccccc3)nnc2C(F)(F)F)cc1	i	6%	1.8%	?	0%	-6%	-3.6	-11%	1%
